# Screens (PubChem BioAssay)
# A-T KAP1 phos – potential ataxia-telangiectasia treatments restoring KAP-1 phosphorylation; […] A-T fibroblasts, KAP-1 phosphorylation AlphaLISA; neocarzinostatin DNA damage 30 min before lysis; Potency, µM (doses to about 57.5 µM), inactives show at the highest dose activation, hits mostly activators; 0.19% of 320,000 active; note: potency is the fitted concentration of half-maximal effect; % of control where 0% means no effect; nearly all actives have a fitted effect of over 45% in size
#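 ATM-like activity read as KAP-1 phosphorylation via AlphaLISA donor/acceptor antibody pairs after lysis and 6 hr at 25C. Cells were ATM-null patient fibroblasts ([…], hTERT), dosed 60 min, then exposed to the DSB inducer NCS for 30 min.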
# a7 integrin act – integrin-mediated muscular dystrophy alleviation activation; alpha7betagal myoblasts, beta-gal FDG fluorescence, 48 h; Potency, µM (doses to about 38.3 µM), for inactives: at the top dose activation, actives largely listed as activators; 0.064% of 350,000 active; AID 624291;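 note: potency is the fitted concentration of half-maximal effect; 100% = response of the positive control SU9516; nearly all actives have a fitted effect of over 60% in size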
#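 Alpha7betagal+/- myoblasts (passage 13) were plated 16-24 hr, then exposed to compounds (1:260 dilution of DMSO stock) for 48 hours at 37C. After MPER lysis, β-galactosidase reporter activity was read as FDG fluorescence (ex 480/em 540) after 30 minutes.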
# Menin MLL FP TR – displaces Texas Red mutant MLL peptide from human menin | O00255 | Menin + Texas Red MLL mutant peptide, fluorescence polarization | Potency, µM (doses to about 61.6 µM), inactives show top-dose FP activity change, negative = inhibition, actives largely listed as inhibitors | 0.23% of 270,000 active; active = well fitted inhibition curve with a large enough effect in the polarisation, with a control signal flat, not every such curve was filed as active; inconclusive = small, poorly fitted or top-dose-only effect, or effect the other way, or a change in a side signal; inactive = no such curve, though single readings can be large or run the other way; the % refers to the polarisation; note: potency is the fitted concentration of half-maximal effect; % of control where 0% means no effect; many of its hits are not listed in these tables
# Mito fusion act – inhibitors of mitochondrial division or activators of mitochondrial fusion | S. cerevisiae fusion-defective mutant growth rescue, CellTiterGlo 48 h | 0.23% of 320,000 active | Potency, µM (titrated, usually from 46.1 µM), without a hit: at the highest dose growth rescue (activation), usual class: activators | AID 485298;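 note: potency is the fitted concentration of half-maximal effect; % of control where 0% means no effect; nearly all actives have a fitted effect of over 45% in size; temperature-sensitive fusion mutants such as fzo1-1 at 37 °C on non-fermentable ethanol glycerol medium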
#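 S. cerevisiae fusion-defective temperature-sensitive mutants (e.g. fzo1-1, mgm1-5) grown 48 h at 37C in YPEG (ethanol/glycerol non-fermentable) medium with 23 nl compound per well; growth rescue read as CellTiterGlo luminescence.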
# TCR activator – activates T cell receptor signaling. primary human leukocytes, anti-CD3, IL-2 HTRF, 48 h. Potency, µM (top dose mostly 9.22 µM), for the others: at the highest dose activation of IL-2 secretion, hits mostly activators. 330,000 tested, under 10 active. AID 504894; note: % of control where 0% means no effect
#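 Compounds are tested in HTS on primary human leukocytes co-incubated with a-CD3 beads for 48 hr. IL-2 output is measured by time-resolved FRET.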
# MBNL1 CUG block – inhibitors of human MBNL1 binding to CUG repeat RNA; TR-FRET MBNL1-His/biotin-(CUG)12 binding, 665/545 ratio; Potency, µM (top dose mostly 57.5 µM), without a hit: at the top dose activity change, negative = inhibition, most hits filed as inhibitors; 0.036% of 280,000 active; AID 2675; active = well fitted inhibition curve with a large enough effect in the signal ratio, with a control signal flat, not every such curve was filed as active; inconclusive = small, poorly fitted or top-dose-only effect, or effect the other way, or a change in a side signal; inactive = no such curve, though single readings can be large or run the other way; the % refers to the signal ratio; note: potency is the fitted concentration of half-maximal effect; % is set by controls: 0 for no effect and ±100 for the full control effect
# Target sequence (Q9NR56 whole entry, looked up): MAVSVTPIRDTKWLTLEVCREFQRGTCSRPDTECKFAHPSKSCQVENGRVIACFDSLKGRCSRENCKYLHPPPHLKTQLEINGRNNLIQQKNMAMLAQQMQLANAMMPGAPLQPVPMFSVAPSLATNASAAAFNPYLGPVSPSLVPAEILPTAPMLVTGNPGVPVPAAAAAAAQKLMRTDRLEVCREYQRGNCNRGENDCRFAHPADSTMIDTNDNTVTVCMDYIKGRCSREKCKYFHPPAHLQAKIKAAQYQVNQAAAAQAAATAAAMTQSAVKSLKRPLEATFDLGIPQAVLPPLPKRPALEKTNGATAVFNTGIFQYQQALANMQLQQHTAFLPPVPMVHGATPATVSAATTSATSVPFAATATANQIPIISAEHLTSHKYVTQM
#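 Inhibition of protein-RNA binding appears as loss of TR-FRET between terbium anti-His antibody on MBNL1-His and streptavidin-XL665 on biotin-(CUG)12. Activity is normalized to buffer-only and uninhibited-complex controls.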
# TSG101-PTAP inh – blocks PTAP/TSG101 interaction to inhibit HIV-1 budding. Fluorescence polarization, FITC-PTAP peptide / Tsg101 binding. Potency, µM (series often up to 115 µM), for the others: at the top dose activity change, negative = inhibition, hits mostly inhibitors. 340,000 tested, under 10 active. AID 493005; active = well fitted inhibition curve with a large enough effect in the main read-out, with a control signal flat, not every such curve was filed as active; inconclusive = small, poorly fitted or top-dose-only effect, or effect the other way, or a change in a side signal; inactive = no such curve, though single readings can be large or run the other way; note: potency is the fitted concentration of half-maximal effect; % of control where 0% means no effect
#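 Fluorescence polarization binding of Tsg101 binding domain (10 uM final) to FITC-labeled PTAP peptide (50 nM final) in HEPES pH 7.5 buffer with NaCl, Tween 20, EDTA, TCEP. Compounds added before peptide; binding 20 min at RT.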
# ASM inhibitor – inhibitors of human secretory acid sphingomyelinase | P17405 | Potency, µM (highest dose often 57.5 µM), inactives show at the highest dose activity change, negative = inhibition, usual class: inhibitors | placental ASM, HMU-PC fluorogenic substrate, 60 min | 0.006% of 340,000 active; note: potency is the fitted concentration of half-maximal effect
# Target sequence (P17405 47-631 limits assumed): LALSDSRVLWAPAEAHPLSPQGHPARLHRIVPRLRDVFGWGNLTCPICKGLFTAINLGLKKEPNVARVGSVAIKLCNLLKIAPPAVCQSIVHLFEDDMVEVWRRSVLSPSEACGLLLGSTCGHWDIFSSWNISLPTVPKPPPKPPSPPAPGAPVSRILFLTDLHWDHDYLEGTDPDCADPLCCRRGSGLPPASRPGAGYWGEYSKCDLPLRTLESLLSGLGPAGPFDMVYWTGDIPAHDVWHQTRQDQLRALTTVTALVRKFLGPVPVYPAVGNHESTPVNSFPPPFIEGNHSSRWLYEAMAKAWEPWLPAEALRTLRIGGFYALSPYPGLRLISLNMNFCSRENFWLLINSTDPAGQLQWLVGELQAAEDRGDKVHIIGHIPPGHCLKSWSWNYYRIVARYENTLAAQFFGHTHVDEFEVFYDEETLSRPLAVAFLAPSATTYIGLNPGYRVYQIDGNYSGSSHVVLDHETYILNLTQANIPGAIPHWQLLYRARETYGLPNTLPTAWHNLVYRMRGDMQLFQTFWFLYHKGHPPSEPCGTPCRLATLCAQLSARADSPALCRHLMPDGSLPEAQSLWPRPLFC
#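 qHTS format. ASM enzyme prepared from human placenta hydrolyses the fluorogenic substrate HMU-PC0 (9 uM final) over 60 min at 37 °C after a 10 min compound preincubation.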
# TSHR antagonist – blocks TSH signaling through the human TSH receptor | P16473 | TSHR-expressing cells, TSH-stimulated cAMP HTRF, 2 h; active compounds read low | activity change, negative = inhibition, % at 11.5 µM | 0.2% of 330,000 active;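 active = activity change below a set negative limit, meaning inhibition stronger than a set level, cut at about -70% in these data; inconclusive = activity change between two set negative limits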; note: % is set by controls: 0 for no effect and ±100 for the full control effect
#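 Read-out is FRET at 665 nm (cryptate excitation 337 nm) from a cryptate-tagged anti-cAMP antibody, competed by cell cAMP against cAMP-d2. Compounds are tested on freshly harvested TSHR cells challenged with 4nM TSH (EC80) for 2 hours at 37 deg C.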
# MLL CXXC-DNA inh – blocks binding of human MLL CXXC domain to DNA | 0.037% of 290,000 active | Potency, µM (highest dose often 115 µM), for inactives: at the highest dose activity change, negative = inhibition, usual class: inhibitors | AID 2662 | MLL-CXXC / FITC-HOXA9 DNA fluorescence polarization | Q03164; active = well fitted inhibition curve with a large enough effect in the polarisation, with a control signal flat, not every such curve was filed as active; inconclusive = small, poorly fitted or top-dose-only effect, or effect the other way, or a change in a side signal; inactive = no such curve, though single readings can be large or run the other way; the % refers to the polarisation; note: potency is the fitted concentration of half-maximal effect
#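 Steps: dispense CXXC domain solution (7 uM) → pin compounds or unlabeled HOX-A9 DNA control → 5 min ambient → add FLSN-HOX-A9 solution (50 nM) → spin → 30 min ambient → fluorescence polarization. Tris pH 7.5/NaCl/DTT/BSA buffer.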
# * = called active by the depositor; i = inactive; ? = inconclusive; . = no result given; [ ] = dose if it differs, or a comment. Unless noted, calls come from the whole dose curve; as a rule, active = well fitted curve in the direction sought with a large enough effect; inconclusive = small, poorly fitted or top-dose-only effect, or another doubt; inactive = no such curve, though single readings can be large; an effect the other way counts as inactive or inconclusive.
SMILES,A-T KAP1 phos,a7 integrin act,Menin MLL FP TR,Mito fusion act,TCR activator,MBNL1 CUG block,TSG101-PTAP inh,ASM inhibitor,TSHR antagonist,MLL CXXC-DNA inh
CN(CC(=O)Nc1ccccc1Cl)C(=O)COC(=O)c1ccc(Cl)cc1[N+](=O)[O-],4%,-38%,.,-1%,2%,?,.,-3%,-12,-2%
Cc1nn(Cc2ccccc2Cl)c(C)c1C(=O)NCc1ccco1,3%,33%,-7%,-2%,3%,-5%,-2%,-1%,-11,0%
CC1=CC(C)C2C(=O)N(c3ccccc3)C(=O)C2C1 (stereo not drawn),-1%,19%,1%,5%,0%,-5%,-9%,3%,-7,0%
COc1ccccc1N1CCN(C(=O)c2ccc(NS(=O)(=O)c3ccc(C)cc3)cc2)CC1,1%,19%,-25%,4%,1%,-11%,-7%,0%,0,-6%
Cc1cccc(C2NC(c3cccc(C)c3)C([N+](=O)[O-])C(C)(C)C2[N+](=O)[O-])c1 (stereo not drawn),6%,27%,0%,?,-1%[46.1 µM],-2%,-2%,0%,-9,35%[activator]
C/C(CC(=O)NC1CCCCC1)=N\NC(=O)c1ccccn1,-3%,9%,-29%,-3%,8%,10%,-1%,1%,-6,-6%
CCOC(=O)c1[nH]c2ccc(OC)cc2c1NC(=O)CCN1CCN(Cc2ccccc2)CC1,4%,12%,?,1%,-9%,4%,-7%,89%[activator],-9,6%
CC1=C(C)C(=O)N(c2ccc(C(=O)O)cc2)C1=O,7%,-6%,-15%,-11%,2%,?,-2%,-3%,-5,3%
COc1ccc(NC(=O)c2sc3nc(N4CCOCC4)c4c(c3c2N)CC(C)(C)OC4)c(OC)c1,3%,15%,.,-1%,-3%,-5%,0%,142%[activator],-8,5%
COc1ccc(C(CNC(=O)Nc2ccccc2)N2CCN(C)CC2)cc1 (stereo not drawn),-1%,15%,8%,1%,4%,-8%,-1%,1%,-2,16%
C=CCNC(=O)CN1N=C(c2ccc(C)cc2)CCC1=O,15%,15%,-5%,10%,-1%,-1%,0%,4%,2,4%
O=[N+]([O-])c1ccc(-c2ccc(/C=N/n3cnnc3)o2)c(Br)c1,4%,-31%,?,-7%,7%,?,-2%,-11%,-14,27%
COc1ccc(NC(=O)CN2C(=O)CSc3ccc(S(=O)(=O)N4CCCC4)cc32)cc1OC,-10%,9%,-17%,17%,-7%,-12%,-2%,1%,-7,-1%
Cc1cc2c(cc1C)NC(=O)CC(c1ccccc1)=N2,.,34%,.,.,-8%,.,-3%,1%,.,.
Cc1c(NC(=O)C2CCN(S(=O)(=O)c3cccs3)CC2)c(=O)n(-c2ccccc2)n1C,2%,-14%,.,4%,-4%,.,-4%,4%,-1,-4%
COc1ccc(-c2ccc(/C=N/NC(=O)c3cccnc3)o2)c([N+](=O)[O-])c1,3%,23%,?,1%,3%[46.1 µM],?,5%,-1%,-9,21%
CC(=O)Nc1ccc(S(=O)(=O)NNC(=O)C2CCCCC2)cc1,-5%,9%,.,-2%,7%,-4%,4%,1%,13,2%
Cc1ccc2[nH]c3c(c2c1)CN(C(=O)CN1CCCCC1)CC3,-6%,1%,.,0%,2%,2%,-6%,0%,4,-5%
N#Cc1c(-c2ccccc2Cl)c2c([nH]c1=O)-c1ccccc1OC2,?,9%,.,6%,-4%,15%,-5%,i,-11,-22%
Nc1ccc(N2CCOCC2)c(S(=O)(=O)Nc2cc(Cl)ccc2Cl)c1,-5%,2%,?,0%,5%,0%,3%,-1%,-2,-2%
CCOC(=O)C1CCCN(C(=O)c2cc3nc(-c4ccc5c(c4)OCO5)cc(C(F)(F)F)n3n2)C1 (stereo not drawn),2%,-37%,-13%,1%,-1%,3%,-5%,192%[activator],26,11%
CC(=O)Nc1cc(NC(C)=O)c2nc(N)sc2c1,-1%,10%,11%,5%,-6%,13%,2%,1%,-5,3%
O=C1OCC2=C1C(c1ccccc1)CC(=O)N2c1ccccc1 (stereo not drawn),0%,-4%,3%,0%[9.22 µM],-2%,-11%,0%,0%,0,14%
COC(=O)C(C)Oc1ccc2c(c1)O/C(=C\c1cccc(Br)c1)C2=O (stereo not drawn),7%,10%,-6%,12%,3%,-5%,-11%,2%,0,27%
CCC1CCc2c(sc3ncnc(N4CCOCC4)c23)C1 (stereo not drawn),-5%,3%,-26%,9%,0%,1%,-4%,0%,7,15%
CCOC(=O)c1c(-c2ccccc2)oc2ccc(OC)cc12,18%,9%,.,2%,0%,-1%,-2%,15%,-11,-4%
CS(=O)(=O)N(CCc1ccccc1)CC(=O)Nc1ccc(OCc2ccccc2)cc1,8%,-24%,6%,2%,2%,5%,1%,-2%,-49,-1%
Cc1ccc(S(=O)(=O)N2CCOCC2)cc1NC(=O)COC(=O)c1ccc(Cl)nc1,-1%,-7%,.,.,0%,.,-1%,-2%,-12,.
CN(CC(=O)Nc1ccc(F)c(F)c1)S(=O)(=O)c1cccc2cccnc12,4%,-17%,.,1%,7%,-1%,-6%,-4%,-8,6%
O=C(NCc1ccccn1)c1coc(=O)c(Br)c1,-1%,-17%,2%,-3%,-2%,14%,-11%,325%[activator],-2,2%
O=C(CCc1ccccc1)NNC(=O)CCc1ccccc1,-3%,-11%,-10%,1%,.,0%,0%,1%,20,-2%
CCOC(=O)c1c(C)[nH]c(C)c1C=O,-2%,8%,-11%,7%,.,-8%,1%,3%,3,-5%
O=C(CCS(=O)(=O)c1cccc2nonc12)NCc1ccc(Cl)cc1,1%,-32%,7%,8%,-6%,?,2%,-2%,6,-9%
COC(=O)c1ccc(NCCc2csc(-c3ccc(C)cc3)n2)c([N+](=O)[O-])c1,-3%,13%,?,-4%,17%,8%,-4%,-9%,8,-8%
Cc1ccc(S(=O)(=O)Cn2nnnc2C(c2ccc(F)cc2)N2CCCCC2)cc1 (stereo not drawn),5%,7%,0%,-15%,5%,-8%,1%,9%,-7,3%
Cc1cc(N/C=C\c2nnnn2-c2ccc(F)cc2)no1,-21%,?,1%,0%,1%[46.1 µM],0%,-4%,2%,-5,16%
COc1ccc(CNC(=O)CN2C(=O)C3C4C=CC(C4)C3C2=O)cc1 (stereo not drawn),4%,0%,-2%,-1%,-4%,-9%,0%,-1%,8,0%
CCc1nnc(NS(=O)(=O)c2ccc(NC(=S)Nc3ccc(F)cc3)cc2)s1,4%,16%,20%,1%,-1%[46.1 µM],-12%,-1%,-2%,0,4%
COCc1nc2ccccc2n1Cc1ccccc1Br,23%,-3%,?,-1%,0%,-2%,-6%,-1%,0,1%
COc1cccc(OC)c1C(=O)NC(=S)N1CCCCC1c1cccnc1 (stereo not drawn),-8%,9%,-4%,4%,-3%,-14%,-7%,-2%,38,?
CN(C)CCCNC(=O)CC1C[C@H](C(=O)N2CCCCC2)[C@@]2(CCc3ccccc3)c3[nH]c4ccccc4c3CCN2C1=O (stereo partly drawn),2%,14%,.,.,3%,.,-2%,0%,-8,.
Cc1coc2cc3oc(=O)c(CCC(=O)N[C@@H](CCCNC(N)=O)C(=O)O)c(C)c3cc12,8%,10%,-23%,1%,14%,-4%,-3%,58%[activator],-10,5%
Cc1c(NC(=S)NC(=O)CC(C)C)c(=O)n(-c2ccccc2)n1C,3%,14%,-8%,-3%,2%,1%,-4%,2%,3,8%
CC(O)Cc1nsc(NC(=O)c2ccc(Br)o2)n1 (stereo not drawn),-4%,9%,2%,1%,0%,3%,-2%,1%,11,0%
O=C(CSc1ncnc2nc[nH]c12)c1ccc([N+](=O)[O-])cc1,-5%,-14%,.,-5%,-19%,?,1%,0%,1,4%
O=S(=O)(NCC(c1cccnc1)N1CCN(c2ccc(F)cc2)CC1)c1ccccc1 (stereo not drawn),.,-20%,.,.,4%,.,-1%,-1%,.,.
O=C(N/N=C/c1ccc(N2CCOCC2)o1)c1ccccc1[N+](=O)[O-],14%,10%,2%,1%,-3%[46.1 µM],?,5%,3%,1,26%
Cc1ccc(NC(=O)C2C3C=CC(O3)C2C(=O)O)cc1C (stereo not drawn),-2%,12%,-6%,-2%,6%,-2%,-5%,5%,5,1%

# The list is partial; the hit share may differ from the screen's.
